# Assay outcomes as filed in PubChem.
# USP1 inh – Inhibitors of USP1/UAF1: Primary Screen | Ubiquitin carboxyl-terminal hydrolase 1 (Homo sapiens), O94782 | recombinant USP1/UAF1, Ub-Rhodamine cleavage fluorescence | Potency, µM (titrated, usually from 57.1 µM), inactives show at the top dose activity change, negative = inhibition, most hits filed as inhibitors | 390,000 tested, 0.23% active; also: potency is read from the fitted curve at half-maximal effect; % is scaled to controls: 0 for no effect and ±100 for the full control effect; nearly all actives have a fitted effect of over 60% in size; inactives centre near -12
#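 High-throughput fluorogenic screen: 1nM USP1/UAF1 complex, Ub-Rho substrate 150nM final, 50mM HEPES pH 7.8 with 0.5mM EDTA, 0.1 mg/ml BSA, 1mM TCEP and 0.01% Tween-20.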
# Vif-A3G inh – qHTS for Inhibitors of Vif-A3G Interactions: qHTS. HeLa A3G-eYFP + Vif (tagged APOBEC3G with the HIV-1 protein that degrades it), YFP fluorescence, overnight. DNA dC->dU-editing enzyme APOBEC-3G (Homo sapiens), Q9HC16. 410,000 tested, 0.076% active. Potency, µM (highest dose often 46.1 µM), for inactives: at the top dose activity, negative = active, usual class: inhibitors;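 also: potency is read from the fitted curve at half-maximal effect; % is scaled to controls: 0 for no effect and ±100 for the full control effect; nearly all actives have a fitted effect of over 60% in size; hits raise eYFP signal because A3G escapes Vif-driven loss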
# Target sequence (Q9HC16 whole entry, looked up): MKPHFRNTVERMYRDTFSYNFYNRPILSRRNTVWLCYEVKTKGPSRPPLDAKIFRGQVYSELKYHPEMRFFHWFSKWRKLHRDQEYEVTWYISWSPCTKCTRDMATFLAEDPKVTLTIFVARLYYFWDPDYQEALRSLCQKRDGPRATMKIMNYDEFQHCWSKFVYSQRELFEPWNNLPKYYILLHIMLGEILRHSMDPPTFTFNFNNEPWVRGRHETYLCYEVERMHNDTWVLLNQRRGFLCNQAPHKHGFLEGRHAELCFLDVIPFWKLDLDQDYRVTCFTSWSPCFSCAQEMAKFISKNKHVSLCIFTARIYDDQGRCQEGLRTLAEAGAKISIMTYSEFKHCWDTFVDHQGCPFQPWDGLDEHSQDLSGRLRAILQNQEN
#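 HeLa cells stably expressing Vif and C-terminally eYFP-tagged A3G, seeded overnight at 37 deg C, then exposed to compound by pintool overnight at 37 deg C. Rise in yellow fluorescence (Ex 488/Em 500-530, Acumen) marks blocked Vif-driven A3G degradation.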
# RXFP1 ag – qHTS Assay for Agonists of the Relaxin Receptor RXFP1 | Relaxin receptor 1 (Homo sapiens), Q9HBX9 | HEK293T-RXFP1 cAMP TR-FRET, 30 min; response scale: percent of porcine relaxin response, buffer zero | Potency, µM (doses to about 57.5 µM), without a hit: at the highest dose activation, usual class: activators | 370,000 tested, 0.3% active | AID 2676, 2010; also: potency is read from the fitted curve at half-maximal effect; % is scaled to controls: 0 for no effect and ±100 for the full control effect; nearly all actives have a fitted effect of over 60% in size; many of its hits are not listed in these tables
#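 HEK293T cells stably expressing RXFP1 were pretreated with the PDE4 inhibitor Ro 20174, exposed to compounds for 30 min at 37C, lysed, and cAMP was read by TR-FRET. Data normalized to buffer (basal) and 29 nM porcine relaxin (100%).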
# TrxR1 substrate – qHTS Assay for Substrates of Mammalian Selenoprotein Thioredoxin Reductase 1 (TrxR1): qHTS; Thioredoxin reductase 1, cytoplasmic (Rattus norvegicus), O89049; purified TrxR1 substrate turnover, NADPH consumption readout; Potency, µM (doses to about 114 µM), for the others: at the highest dose activity change, negative = substrate turnover; 390,000 tested, 0.01% active; AID 588456, 2011; also: potency is read from the fitted curve at half-maximal effect; % is scaled to controls: 0 for no effect and ±100 for the full control effect; nearly all actives have a fitted effect of over 50% in size
#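 Rat TrxR1, dispensed at 90 nM, was prereduced with 400 uM NADPH (final) for 5 min at ~22 deg C, then incubated with compound 15 min before 400 uM selenite. A first-read NADPH fluorescence drop versus no-compound background flagged substrates.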
# mIDH1 inhibitor – qHTS for Inhibitors of mutant isocitrate dehydrogenase 1 (IDH1): qHTS | Isocitrate dehydrogenase [NADP] cytoplasmic (Homo sapiens), O75874 | IDH1-R132H enzyme, NADPH consumption, diaphorase/resazurin fluorescence | Potency, µM (highest dose often 76.6 µM), for inactives: at the highest dose activity change, negative = inhibition, most hits filed as inhibitors | 390,000 tested, 0.093% active | AID 602179, 2012; also: potency is read from the fitted curve at half-maximal effect; % is scaled to controls: 0 for no effect and ±100 for the full control effect; nearly all actives have a fitted effect of over 65% in size
#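 IDH1-R132H (0.5 ug/mL dispensed) in pH 7.5 Tris buffer was preincubated 30 min with compound, then given a substrate mix of 0.016 mM NADPH and 2 mM alpha-KG for 80 min at room temperature; remaining NADPH was read by diaphorase/resazurin fluorescence.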
# PI4K2A inh – qHTS for small molecular inhibitors of PI4K2A. 420,000 tested, 0.13% active. activity change, negative = inhibition, % at 76.9 µM. AID 1346378, 2018. purified PI4K2A, ADP-Glo luminescence, 1 h; hits give low values. Phosphatidylinositol 4-kinase type 2-alpha (Homo sapiens), Q9BTU6; in the data active = activity change below about -50%; inconclusive = mostly about -30% to -49%;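 also: -100% = wells without enzyme as full effect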
# Target sequence (Q9BTU6 whole entry, looked up): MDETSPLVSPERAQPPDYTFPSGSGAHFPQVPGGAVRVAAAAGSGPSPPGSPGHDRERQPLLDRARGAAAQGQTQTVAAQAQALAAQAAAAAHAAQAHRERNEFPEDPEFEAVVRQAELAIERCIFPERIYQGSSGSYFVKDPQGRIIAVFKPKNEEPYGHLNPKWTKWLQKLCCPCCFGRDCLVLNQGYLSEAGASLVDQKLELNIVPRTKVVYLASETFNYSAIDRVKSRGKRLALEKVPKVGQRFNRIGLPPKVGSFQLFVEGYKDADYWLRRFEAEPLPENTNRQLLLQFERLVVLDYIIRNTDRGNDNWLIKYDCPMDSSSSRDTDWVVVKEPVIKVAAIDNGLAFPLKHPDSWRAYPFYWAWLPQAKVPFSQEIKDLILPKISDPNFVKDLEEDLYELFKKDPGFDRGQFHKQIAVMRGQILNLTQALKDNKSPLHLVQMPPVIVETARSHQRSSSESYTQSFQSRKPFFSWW
#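 Compounds are screened against recombinant PI4K2A using PI as substrate and ATP, the latter dispensed at 300 microM. Reactions run one hour at ambient temperature before ADP-Glo detection; full inhibition defined by wells lacking enzyme.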
# LDHA block – qHTS assay for inhibitors of human lactate dehydrogenase. 480,000 tested, 0.15% active. activity change, % (values are at about 110 or 230 µM). purified LDHA, NADH/diaphorase-resazurin fluorescence; hits give low values. AID 1347041, 2019. L-lactate dehydrogenase A chain (Homo sapiens), P00338; in the data active = activity change below about -30%; inconclusive = mostly about -25% to -30%;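 also: plate controls were DMSO wells for no effect and wells without enzyme for full effect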
#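 Human LDH5 (2 nM) was incubated with 0.06 mM NADH and 0.2 mM pyruvate for 5 min at room temperature in Tris pH 7.4. Remaining NADH was coupled through diaphorase/resazurin, and resorufin fluorescence was read at 0 and 20 min.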
# Vif-APOBEC3F blk – qHTS for Inhibitors of Vif-A3F Interactions: qHTS | HeLa A3F-eYFP + Vif (tagged APOBEC3F with the HIV-1 protein that degrades it), YFP fluorescence increase | Potency, µM (series often up to 46.1 µM), without a hit: at the highest dose activity, negative = active | 390,000 tested, 0.2% active; also: potency is read from the fitted curve at half-maximal effect; % of control where 0% means no effect; nearly all actives have a fitted effect of over 65% in size
#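 Fluorescence increase (Ex 488/Em 500-530) after overnight compound treatment at 37 deg C flags inhibition of Vif-driven A3F-eYFP loss in stable HeLa A3F-eYFP/Vif cells seeded overnight beforehand.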
# Glioma ERSR ind – qHTS for Inducers of the Endoplasmic Reticulum Stress Response (ERSR) in Human Glioma: qHTS | U87-MG GRP78 promoter luciferase reporter, 16 h | 420,000 tested, 0.02% active | AID 602332, 2012 | Potency, µM, for the others: at the highest dose activation, hits mostly activators; also: potency is read from the fitted curve at half-maximal effect; series mostly up to about 76 µM; % of control where 0% means no effect; nearly all actives have a fitted effect of over 35% in size
#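 ERSR induction read as luciferase luminescence (Bright-Glo, 10 min at room temperature) in stably transfected human U87-MG glioma cells exposed to compounds for 16 h, using GRP78 as sensor.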
# * = called active by the depositor; ? = inconclusive; / = not tested or not shown; & = joins results of further samples; [ ] = remark or other dose. Unless noted, calls follow the shape of the dose curve; as a rule, active = well fitted curve in the direction sought with a large enough effect; inconclusive = small, poorly fitted or top-dose-only effect, or another doubt; inactive = no such curve, though single readings can be large; an effect the other way counts as inactive or inconclusive.
SMILES,USP1 inh,Vif-A3G inh,RXFP1 ag,TrxR1 substrate,mIDH1 inhibitor,PI4K2A inh,LDHA block,Vif-APOBEC3F blk,Glioma ERSR ind
Cc1ccc(S(=O)(=O)NC(=O)C2(C)CCN2C(=O)c2ccccc2CCc2ccccc2)cc1 (stereo not drawn),/,-4%,/,/,/,-2,-6,/,3%
Cc1cccc(Cn2c(N3CCN(c4ccccc4)CC3)nc3c2c(=O)n(C)c(=O)n3C)c1,-22%,-6%,2.8%,7%,1%,1,-2,0%,-4%
CCOC(=O)C1=NNC2(CC(=O)N(c3cc(C)cc(C)c3)C2=O)C1 (stereo not drawn),-12%,0%,0.0%,-2%,-5%,-9,-10,4%,1%
CCCNC(=O)C1(C)CCN(C(=O)c2cccc(C#N)c2)C1 (stereo not drawn),/,-1%,/,/,/,-3,-7,/,-3%
Cc1[nH]nc(SCC(=O)NC2CCCCC2)c1[N+](=O)[O-],-12%,4%,2.7%,3%,11%,-4,-8,-18%,1%
COc1ccc(CCNC(=O)CN2CCN(Cc3ccccc3F)C2=O)cc1OC,-15%,5%,0.0%,4%,-4%,-3,-4,3%,-3%
O=C1NCCN(Cc2cccc(Oc3ccccc3)c2)C1CC(=O)N1CCCCC1 (stereo not drawn),-12%,2%,-0.2%,-6%,1%,3,9,-5%,-4%
Cc1ccc(-n2nc3ccc(NC(=S)NC(=O)/C=C/c4ccco4)cc3n2)cc1,-19%,-1%,23%,-4%,2%,-7,4,-2%,-2%
COc1ccc(OC)c(/C=N/NC(=O)c2csc3ccccc23)c1,-16%,-9%,-0.2%,51%,5%,-1,-6,-5%,-4%
O=C(CCNS(=O)(=O)c1ccc(Br)cc1)NNC(=O)C1COc2ccccc2O1 (stereo not drawn),6%,-9%,/,-1%,-9%,-6,6,-2%,-5%
CC1(C)Cc2ccccc2C(Nn2cnnc2)=N1,0%,0%,1.4%,5%,-3%,0,-2,-2%,-2%
COc1ccc(CN(C#N)c2nc(SC)nc(N(C)C)n2)cc1,-21%,-6%,2.2%,-1%,3%,-3,4,2%,-4%
CC(=O)c1ccc(NC(=O)CSc2ccc(-c3sc(C)nc3C)nn2)cc1,-22%,-1%,16%,-6%,0%,-3,1,1%,-5%
Cn1ncc(N2CCN(C(=O)c3ccc(Cl)cc3)CC2)c(Cl)c1=O,-14%,-8%,2.8%,1%,0%,-3,-4,19%,15%
O=C(Nc1ccccc1C(=O)Nc1nccs1)c1ccccc1,/,-20%,/,/,/,-1,-9,/,-3%
CCOCC(=O)Nc1ccc(S(=O)(=O)Nc2ncccn2)cc1,-15%,0%,0.0%,0%[57.1 µM],-2%,-4,-1,-6%,-2%
Cc1ccc(C2CCN(C(=S)Nc3cccc(C)c3)C2)cc1 (stereo not drawn),-6%,6%,-1.5%,2%,0%,1,-5,-13%,1%
COc1ccc(CCNC(=O)Cn2cc(C(=O)c3ccc(Cl)cc3)c(=O)c3ccc(C)nc32)cc1OC,-22%,-5%,26%,0%,14%,2,1,-15%,-5%
Cc1ccc(Nc2c([N+](=O)[O-])cc(C(=O)N3CC(=O)Nc4ccccc43)cc2[N+](=O)[O-])c(C)c1,-3%,1%,0.0%,-4%,0%,-8,-6,3%,-5%
CCOC(=O)/C(C#N)=C/c1cn(CCC(=O)O)nc1-c1ccc(F)cc1,-21%,4%,1.0%,-9%,-3%,0,3,0%,-4%
CCOC(=O)N1CCc2c(sc3c2c(=O)n(-c2ccc(Cl)cc2)c(=O)n3CC(=O)Nc2ccccc2)C1,?,0%,3.9%,2%[57.1 µM],-13%,6,-5,1%,-3%
c1ccc(OCc2nc(-c3ccccc3)no2)cc1,-14%,2%,0.9%,-2%,6%,-3,-5,3%,5%
N#CCSc1nnc(Cc2cccc3ccccc23)n1C1CCCCC1,-17%,1%,0.6%,-2%,-1%,-4,1,5%,-4%
COC(=O)c1cnc(N2CCOCC2)nc1C(F)(F)F,-6%,-1%,1.8%,8%[57.1 µM],15%,-1,-3,-3%,-3%
CCC1CCCCN1C(=O)N[C@@H](Cc1ccccc1)C(=O)O (stereo partly drawn),-13%,0%,0.7%,4%,1%,4,-5,1%,-5%

# An excerpt of these results, with each value named.
canonical_smiles: Cc1cccc(Cn2c(N3CCN(c4ccccc4)CC3)nc3c2c(=O)n(C)c(=O)n3C)c1
  USP1 inh: -22%
  Vif-A3G inh: -6%
  RXFP1 ag: 2.8%
  TrxR1 substrate: 7%
  mIDH1 inhibitor: 1%
  PI4K2A inh: 1
  LDHA block: -2
  Vif-APOBEC3F blk: 0%
  Glioma ERSR ind: -4%
canonical_smiles: Cc1ccc(S(=O)(=O)NC(=O)C2(C)CCN2C(=O)c2ccccc2CCc2ccccc2)cc1 (stereo not drawn)
  USP1 inh: /
  Vif-A3G inh: -4%
  RXFP1 ag: /
  TrxR1 substrate: /
  mIDH1 inhibitor: /
  PI4K2A inh: -2
  LDHA block: -6
  Vif-APOBEC3F blk: /
  Glioma ERSR ind: 3%
canonical_smiles: COc1ccc(OC)c(/C=N/NC(=O)c2csc3ccccc23)c1
  USP1 inh: -16%
  Vif-A3G inh: -9%
  RXFP1 ag: -0.2%
  TrxR1 substrate: 51%
  mIDH1 inhibitor: 5%
  PI4K2A inh: -1
  LDHA block: -6
  Vif-APOBEC3F blk: -5%
  Glioma ERSR ind: -4%
canonical_smiles: CCOC(=O)C1=NNC2(CC(=O)N(c3cc(C)cc(C)c3)C2=O)C1 (stereo not drawn)
  USP1 inh: -12%
  Vif-A3G inh: 0%
  RXFP1 ag: 0.0%
  TrxR1 substrate: -2%
  mIDH1 inhibitor: -5%
  PI4K2A inh: -9
  LDHA block: -10
  Vif-APOBEC3F blk: 4%
  Glioma ERSR ind: 1%

# (continued)
SMILES,USP1 inh,Vif-A3G inh,RXFP1 ag,TrxR1 substrate,mIDH1 inhibitor,PI4K2A inh,LDHA block,Vif-APOBEC3F blk,Glioma ERSR ind
CN(C(=O)COC(=O)c1ccc(-c2ccc(O)cc2)cc1)C1CCS(=O)(=O)C1 (stereo not drawn),-12%,1%,-0.9%,10%,4%,-21,-1,-6%,1%
O=C(Nc1cc(-c2ccccc2F)nn1-c1ccccc1)c1ccccc1Br,0%,-3%,-2.3%,-2%[57.1 µM],7%,-2,-9,4%,1%
CCc1nnc(SCC(=O)N2CCCc3ccccc32)nc1CC,-7%,1%,1.4%,-5%,8%,-9,-3,-2%,-2%
COCCN(CCOC)S(=O)(=O)c1ccc(/C(O)=C(\C#N)c2nc3ccccc3[nH]2)cc1,-7%,2%,2.3%,-2%,-8%,-29,-2,1%,2%
CC(C)(C)NC(=O)C(c1ccco1)N(C(=O)c1ccc(CN2CCOCC2)o1)c1ccccc1 (stereo not drawn),-13%,-1%,0.3%,1%,2%,-3,2,-12%,-7%
O=C(O)c1ccc(-c2sc(Nc3ccccc3)n[n+]2-c2ccccc2)cc1,-8%,-13%,0.0%,-4%,3%,-7,0,4%,-1%
O=C(NCCc1ccccc1)c1cc(S(=O)(=O)N2CCCCC2)c[nH]1,-1%,3%,-1.1%,-10%,-2%,-3,-5,2%,-2%
COc1cc(-c2nc(Cc3c(F)cccc3Cl)no2)cc(OC)c1OC,-7%,0%,28%,-2%,11%,-1,-1&0,-6%,0%
O=C(CSc1nc(O)c(C2CCCCC2)c(=O)[nH]1)Nc1ccccc1Cl,-9%,-5%,6.0%,-9%,3%,1,-4,-4%,-6%
CCCN1CCN(C(=O)c2noc3c2COc2ccc(C)cc2-3)CC1,-20%,0%,1.2%,9%,1%,-6,0,-16%,0%
Fc1ccc(CN2CCCCCC2)c(F)c1,-18%,-1%,-1.0%,6%[57.1 µM],-1%,8,-20,6%,-5%
COc1cc(C(=O)Nc2ccc(F)cc2Cl)ccc1OCC(=O)N1CCOCC1,3%,1%,-0.7%,-4%,0%,-20,-6,6%,-3%
CCOc1ccc(/C=C2\SC(=S)N(NC(=O)c3ccncc3)C2=O)cc1OC,-4%,-8%,-1.6%,4%[57.1 µM],-3%,2,-12,-6%,-3%
O=C(O)c1ccc2c(c1)-c1cc(C(=O)O)ccc1S2(=O)=O,-19%,0%,1.2%,-2%,-6%,0,-2,-5%,-4%
CCCCn1nnnc1SCC(=O)Nc1cccc(C)n1,-18%,-2%,0.3%,8%,1%,-3,-6,0%,3%
COC(=O)c1cc2cc(Cl)ccc2nc1SC,-1%,-7%,?,-3%[57.1 µM],7%,3,4,15%,-2%
N#CC1=C(N)S[C@@H](C(=O)c2ccc(F)cc2)[C@@H]1c1cccs1,-8%,0%,0.7%,-9%,2%,5,3,0%,1%

# A portion of the library; the hit share may differ from the screen's.
